# GAA glycogen: alters human alpha-glucosidase cleavage of glycogen. AID 2100. P10253. Potency, µM (series often up to 76.4 µM), for inactives: at the highest dose activity change, negative = inhibition, most hits filed as inhibitors. hit rate 0.38% among 300,000. recombinant GAA, glycogen substrate, Amplex Red glucose oxidase fluorescence;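 note: potency is the fitted concentration of half-maximal effect; 0% = full enzyme reaction and -100% = no-enzyme basal signal; the screen sought inhibitors and activators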
#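 Recombinant human enzyme (4 nM); glycogen substrate; 37 C, 40 min, pH 5.0. Readout: coupled glucose oxidase/Amplex Red fluorescence.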
# GAA inh: blocks human lysosomal alpha-glucosidase. purified human GAA, 4-MU-alpha-glucoside fluorescence. Potency, µM (titrated, usually from 76.9 µM), inactives show at the highest dose activity change, negative = inhibition, hits mostly inhibitors. hit rate 0.005% among 200,000;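 note: potency is the fitted concentration of half-maximal effect; plate controls were uninhibited enzyme wells for no effect and no-enzyme background for full effect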
#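 Enzyme (4 nM final) mixed with compound (up to 77 uM), then 4-MU-alpha-D-pyranoside (400 uM final) added; 20 min at room temperature, pH 5.0. Reaction stopped at pH 10, fluorescence read, AC50 derived by Hill fit.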
# GAA spleen mod: lysosomal alpha-glucosidase (human) modulation. hit rate 0.006% among 240,000. P10253. human spleen homogenate, 4-MU-alpha-glucoside fluorescence. Potency, µM (top dose mostly 79.9 µM), for inactives: at the top dose activity change, negative = inhibition, hits mostly inhibitors;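 note: potency is the fitted concentration of half-maximal effect; 0% = enzyme with vehicle and -100% = no enzyme basal signal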
#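 Human spleen homogenate (1 ug) incubated with compounds and 1 mM 4-methylumbelliferyl-alpha-D-glucopyranoside in pH 5.0 citrate/phosphate buffer, 37 C, 40 min. Stopped at pH 10; 4-MU fluorescence (Ex 365/Em 440 nm); AC50 by Hill fit.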
# CBFb-RUNX1 inh: blocks binding between human CBF-beta and RUNX1; AlphaScreen CBFb-His/RUNX1-biotin binding, biochemical; Potency, µM (top dose mostly 59.8 µM), without a hit: top-dose activity, negative = inhibition, hits mostly inhibitors; 230,000 tested, under 10 active; AID 1477; note: % of control where 0% means no effect
# Target sequence (Q01196 whole entry, looked up): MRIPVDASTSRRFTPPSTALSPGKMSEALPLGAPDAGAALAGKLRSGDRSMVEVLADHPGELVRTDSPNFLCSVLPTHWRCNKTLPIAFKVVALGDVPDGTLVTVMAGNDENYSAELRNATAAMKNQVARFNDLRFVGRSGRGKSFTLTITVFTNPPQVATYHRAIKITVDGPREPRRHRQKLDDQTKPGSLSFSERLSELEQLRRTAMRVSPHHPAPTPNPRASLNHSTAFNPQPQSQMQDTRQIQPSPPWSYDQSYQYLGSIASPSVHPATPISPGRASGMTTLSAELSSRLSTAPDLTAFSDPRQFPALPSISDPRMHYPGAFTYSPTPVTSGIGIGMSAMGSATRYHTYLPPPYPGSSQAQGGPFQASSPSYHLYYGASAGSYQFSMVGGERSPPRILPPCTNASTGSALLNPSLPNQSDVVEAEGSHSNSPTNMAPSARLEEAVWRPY
# Target sequence (Q13951 whole entry, looked up): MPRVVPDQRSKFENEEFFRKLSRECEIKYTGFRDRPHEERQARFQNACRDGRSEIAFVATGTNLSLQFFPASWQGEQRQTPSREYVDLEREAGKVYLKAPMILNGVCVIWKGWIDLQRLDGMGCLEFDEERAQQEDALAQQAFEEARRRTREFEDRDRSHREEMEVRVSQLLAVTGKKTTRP
#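 CBF-beta (His) and RUNX1 (biotin), 30 nM each; 20 min preassociation; + compound, 15 min; + beads 50 ng each (Ni, streptavidin), 90 min; RT; AlphaScreen read.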
# LMNA splice mod: modulators of lamin A splicing | HeLa LMNA splicing GFP/RFP minigene ratio, 48 h | Potency, µM (series often up to 46.1 µM), for the others: at the top dose ratio change, negative = inhibition, most hits filed as inhibitors | hit rate 0.01% among 200,000 | AID 1487; active = well fitted inhibition curve with a large enough effect in the signal ratio, with a control signal flat, not every such curve was filed as active; inconclusive = small, poorly fitted or top-dose-only effect, or effect the other way, or a change in a side signal; the % refers to the signal ratio; note: potency is the fitted concentration of half-maximal effect; % is set by controls: 0 for no effect and ±100 for the full control effect
#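 S3 HeLa stable clones carrying a lamin A-EGFP splicing minigene plus DsRed2 were seeded at 600 cells/well in Opti-MEM with 2% FBS, pin-dosed and incubated 48 h at 37°C. Acumen cytometry (488 nm) gave the GFP/RFP total-intensity ratio.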
# HTT cytoprotect: protects HTT-Q103 PC12 cells, measured by ATP | PC12 HTT-Q103 induced, cytoprotection, ATP luminescence, 40 h | Potency, µM (series often up to 56.4 µM), without a hit: cytoprotection (ATP increase), hits mostly activators | hit rate 0.14% among 230,000;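 note: potency is the fitted concentration of half-maximal effect; % of control where 0% means no effect; nearly all actives have a fitted effect of over 45% in size; toxic huntingtin expression switched on by the ecdysone agonist tebufenozide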
#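 Compounds added alongside 100 nM tebufenozide, which induces toxic Q103 huntingtin exon 1-GFP in stable PC12 cells; surviving cells quantified by luminescent ATP measurement. Medium: phenol red-free DMEM, 5% equine and 5% calf serum.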
# HttQ103 aggreg: reduces HttQ103-GFP aggregates in PC12 cells | AID 1688 | hit rate 1.1% among 220,000 | Potency, µM (doses to about 46.1 µM), inactives show at the highest dose activity change, negative = inhibition, usual class: inhibitors | PC12 HttQ103-GFP aggregates, Acumen cytometry, 40 h; note: potency is the fitted concentration of half-maximal effect; % is set by controls: 0 for no effect and ±100 for the full control effect; nearly all actives have a fitted effect of over 60% in size
#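 Quantitative HTS on tebufenozide-induced (100 nM) PC12 cells stably expressing polyQ103 Huntingtin exon 1–GFP. Reduction of bright GFP aggregates, detected by laser scanning cytometry after lysis, identified actives across the titration.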
# Starred values were filed as active, the others as inactive; u = inconclusive; x = not tested or not shown; [ ] = another dose, or the depositor's remark. Unless noted, calls come from the whole dose curve; as a rule, active = well fitted curve in the direction sought with a large enough effect; inconclusive = small, poorly fitted or top-dose-only effect, or another doubt; inactive = no such curve, though single readings can be large; an effect the other way counts as inactive or inconclusive.
SMILES,GAA glycogen,GAA inh,GAA spleen mod,CBFb-RUNX1 inh,LMNA splice mod,HTT cytoprotect,HttQ103 aggreg
CCCOC(=O)c1ccc(NC(=O)c2ccc(Br)o2)cc1,0%,-2%,1%,2%,11%,31%[10 µM],4%
Cc1cc2c(nn1)CCc1c-2no[n+]1[O-],-14%,x,6%,3%,x,13%[10 µM],-11%[9.22 µM]
N#Cc1cc(Oc2ccc3ccccc3c2)c(-n2nnc3ccccc32)cc1C#N,-6%,5%,-1%,-1%,12%,32%,6%[9.22 µM]
O=C1C=C(NCCN2CCOCC2)C(=O)c2cnccc21,7%,-12%,-5%,0%[2.36 µM],u,x,u
O=C(N/N=C/c1ccc2c(c1)OCO2)C1COc2ccccc2O1 (centres undefined),3%,1%,3%,0%,7%,-8%,-7%
Clc1ccc(CSc2nnc(-c3ccncc3)s2)cc1,6%,-6%,-1%,2%,x,15%[10 µM],-1%[9.22 µM]
Nc1ncnc2c1ncn2[C@@H]1O[C@H](COP(=O)(O)OP(=O)(O)CP(=O)(O)O)[C@@H](O)[C@H]1O,x,x,2%,14%,x,3%,x
O=C1N=c2ccccc2=C1c1sc(=S)n(Cc2ccccc2Cl)c1O,0%,-5%[15.4 µM],1%,1%,x,10%[10 µM],11%[9.22 µM]
CCC(=O)Nc1sc(Cc2ccccc2)c(C)c1C(N)=O,-7%,-5%,6%,3%,u,-11%[10 µM],-23%[9.22 µM]
CCCCN(CC)CCCNC(=O)CC1Nc2ccccc2NC1=O (centres undefined),-2%,1%,1%,4%,1%,-15%,23%
Cc1ccc(NC(=S)N2CCN(C)CC2)c(C)c1,0%,5%,6%,3%,0%,6%[0.074 µM],14%
C#CCOC(=O)Nc1cc(C)n(-c2ccccc2)n1,3%,4%,-4%,8%,x,13%[10 µM],-7%[9.22 µM]
CSc1nc2sc3c(c2c(=O)[nH]1)CCC3,-1%,-22%,-7%,7%,13%,x,0%
Cc1ccc2c(c1)Oc1ccccc1C=C2C(=O)O,-2%,-13%,-1%,3%,u,20%[10 µM],11%[9.22 µM]
CC(C)Oc1cccc(C(=O)C2CCCN(S(C)(=O)=O)C2)c1 (centres undefined),2%,2%,5%,7%,x,19%[10 µM],23%[9.22 µM]
O=C1CC(c2ccccc2)CC(O)=C1C=NCc1ccncc1 (centres undefined),9%,-10%,x,-1%,x,-94%[inhibitor][10 µM],u
C(=N\Nc1nn[nH]n1)/c1ccccc1,5%,3%,6%,-16%,9%,7%[10 µM],1%
C1CN(c2nc3nonc3nc2N2CCSCC2)CCO1,-7%,x,-4%,6%,x,9%[10 µM],7%[9.22 µM]
CCOCC(=O)N1CCCC(C(=O)OCC)C1 (centres undefined),6%,-6%,7%,11%,7%,9%[0.074 µM],-13%
O=C1c2cccc3cccc(c23)C(=O)N1Cc1cccnc1,2%,x,4%,6%,x,1%[10 µM],5%[9.22 µM]
O=C(CSc1nnnn1-c1ccc(F)cc1)NC1CCCCC1,3%,-8%,-1%,2%,-7%,-3%,-4%
CCOc1ccccc1C1C(C(=O)Nc2ccc(OC)cc2)=C(C)Nc2nc(CCCO)nn21 (centres undefined),-17%,1%,9%,-8%,-1%,0%,-22%
O=C(CSc1nnc(-c2cccnc2)s1)Nc1ccnc2ccccc12,9%,-7%,4%,u,u,27%[10 µM],-26%
CCCCCCC1=Cc2cc(OC)c(OC)cc2C(C(C(C)=O)C(=O)OC)O1 (centres undefined),x,x,1%[17.4 µM],8%[13.1 µM],x,-37%[inhibitor][10 µM],x
O=C(c1ccccc1)c1coc2ccc(O)c(Cl)c12,-17%,3%,0%,1%,u,-29%[0.074 µM],-28%
CCOC(=O)CC1C(=O)NCCN1C(=O)Nc1ccccc1 (centres undefined),-9%,2%,-10%,-1%,2%,9%[10 µM],-12%
O=C1/C(=C/c2ccccc2)SC(=S)N1N1C(=O)C2CC2C1=O (centres undefined),-1%,0%,-11%,-5%,x,u,-7%
CN(C)/C=N/c1nc2nccc(-c3ccccn3)n2n1,5%,0%,7%,4%,-9%[46 µM],22%[10 µM],10%
O=C1CCCN1c1ccc(S(=O)(=O)Nc2ccc3c(c2)OCCO3)cc1,-9%,-2%,3%,6%,u,-64%[inhibitor][0.074 µM],-20%
Cc1ccc(-c2noc(C3CCCCC3)n2)cc1,8%,-4%,2%,5%,21%,24%,15%

# At a glance, part of the list above.
SMILES,GAA glycogen,GAA inh,GAA spleen mod,CBFb-RUNX1 inh,LMNA splice mod,HTT cytoprotect,HttQ103 aggreg
CCOCC(=O)N1CCCC(C(=O)OCC)C1 (centres undefined),6%,-6%,7%,11%,7%,9%[0.074 µM],-13%
O=C1c2cccc3cccc(c23)C(=O)N1Cc1cccnc1,2%,x,4%,6%,x,1%[10 µM],5%[9.22 µM]

# Random excerpt: 6 compounds from above
SMILES,GAA glycogen,GAA inh,GAA spleen mod,CBFb-RUNX1 inh,LMNA splice mod,HTT cytoprotect,HttQ103 aggreg
O=C1/C(=C/c2ccccc2)SC(=S)N1N1C(=O)C2CC2C1=O (centres undefined),-1%,0%,-11%,-5%,x,u,-7%
CCCCCCC1=Cc2cc(OC)c(OC)cc2C(C(C(C)=O)C(=O)OC)O1 (centres undefined),x,x,1%[17.4 µM],8%[13.1 µM],x,-37%[inhibitor][10 µM],x
C(=N\Nc1nn[nH]n1)/c1ccccc1,5%,3%,6%,-16%,9%,7%[10 µM],1%
O=C1CC(c2ccccc2)CC(O)=C1C=NCc1ccncc1 (centres undefined),9%,-10%,x,-1%,x,-94%[inhibitor][10 µM],u
C1CN(c2nc3nonc3nc2N2CCSCC2)CCO1,-7%,x,-4%,6%,x,9%[10 µM],7%[9.22 µM]
O=C(CSc1nnnn1-c1ccc(F)cc1)NC1CCCCC1,3%,-8%,-1%,2%,-7%,-3%,-4%

# (listing goes on)
SMILES,GAA glycogen,GAA inh,GAA spleen mod,CBFb-RUNX1 inh,LMNA splice mod,HTT cytoprotect,HttQ103 aggreg
O=C(CN1C(=O)c2cccc3cccc1c23)Nc1cccnc1,-6%,-5%,-1%,-10%,-13%,6%[10 µM],-4%
COc1ccc(-n2c(CNC(=O)c3ccc(S(=O)(=O)N4CCCC4)cc3)n[nH]c2=S)cc1,-7%,-10%,-1%,2%,5%,9%,5%
CSCCC(NS(=O)(=O)c1ccc(Cl)cc1)C(=O)OCC(=O)NC1CC1 (centres undefined),8%,3%,-7%,1%,6%[0.0737 µM],-5%,-12%
O=C(O)c1cc(NN=C2CCN(Cc3ccccc3)CC2)ccc1Cl,20%,x,1%,1%,x,26%[10 µM],8%[9.22 µM]
O=C(N/N=C/c1ccccc1[N+](=O)[O-])c1ccc2c(c1)OCCO2,5%,x,2%,7%,x,-92%[inhibitor][10 µM],-16%[9.22 µM]
CCCCC/C(C=O)=C/c1ccccc1,x,x,x,x,u,-9%,-7%
O=C(CSCc1c(F)cccc1Cl)NCCSCc1ccco1,-3%,9%,4%,1%,8%[46 µM],-36%,9%[9.22 µM]
O=C(COc1ccc(S(=O)(=O)N2CCCCC2)cc1)NCc1ccncc1,-13%,-4%,-5%,-1%,-6%,1%,-2%
CCOC(=O)c1c(C)c(C(=O)NCc2ccc(OC)cc2)c(C)n1C,-8%,-7%,5%,-5%,x,x,-12%
O=C(NCc1cccnc1)c1cnc2n(c1=O)CCS2,-12%,-3%,1%,20%,-7%,29%[10 µM],u
O=c1[nH]c(CSc2ncc(-c3ccc(F)cc3)n2Cc2ccco2)nc2ccccc12,2%,-7%,-11%,-28%,u,-17%[10 µM],-5%
CC(C)(C)NC(=O)NC(=O)COC(=O)Cc1c(F)cccc1Cl,0%,-12%,-7%,10%,x,x,27%
CCOc1cc(/C=C2\C(=O)N(CCC#N)N=C2C)ccc1OCC(N)=O,u,-2%,2%,3%,0%[46 µM],-15%[10 µM],7%
COc1ccccc1COC(=O)N/C=C/c1ccco1,6%,-19%,7%,-18%,x,x,u
Clc1ccc(CSc2nnc(/C=C/c3ccccc3)o2)cc1,-5%,4%,-6%,12%,4%,-7%[10 µM],-22%
COc1oc(-c2ccccc2C)nc1C(F)(F)F,0%,0%,-15%,1%,-5%,20%,u
CC(C)n1c(C(F)(F)F)nc2cc(C(=O)N3CCC(O)CC3)ccc21,4%,x,7%,5%,x,13%[10 µM],0%[9.22 µM]
COC(=O)/C(C(C)=O)=C(/C=C/C=C/N(C)C)N(C)C,-16%,-8%,-10%,-7%,2%,8%,33%
CCc1cc(C(=O)N2CCOCC2)c(NC2=NS(=O)(=O)c3ccccc32)s1,1%,-3%,3%,1%,-2%,-2%,10%
CCNC(=O)NC(=O)C(C)OC(=O)CCCc1nc2ccccc2s1 (centres undefined),6%,1%,5%,6%,19%[46 µM],u,-1%
COCCn1c(C)cc(C(=O)CSc2cc(C)c3ccc(OC)cc3n2)c1C,2%,u,-3%,-7%,u,-1%[10 µM],22%
COc1ccc(Nc2nc(N)nc(CN3CCN(c4ccc(F)cc4)CC3)n2)cc1,11%,0%,-8%,-17%,x,-15%[10 µM],-9%[9.22 µM]
COc1ccc([N+](=O)[O-])cc1NC(=O)c1ccc(C)o1,-10%,-4%,10%,6%,-8%,7%[10 µM],-2%
COC(=O)c1ccc2c(=O)[nH]c(CSc3nc(C)cs3)nc2c1,6%,-3%,0%,8%,x,x,u
COc1ccc(OC)c(C2CC(=O)c3c([nH]c(C(=O)OC(C)C)c3C)C2)c1 (centres undefined),6%,1%,-9%,17%,-26%,-84%[inhibitor][10 µM],u
CC(C)CCN(C)C1CCN(S(=O)(=O)c2ccc(F)cc2)CC1,-8%,-14%,-14%,10%,-12%,-4%,-1%
CN1CCN(CCCN(Cc2cccs2)C(=S)Nc2ccc(Cl)cc2)CC1,-8%,-4%,4%,3%,1%[9.22 µM],-47%[inhibitor][10 µM],-7%

# Looked up above.
# HttQ103 aggreg result of COc1ccc(Nc2nc(N)nc(CN3CCN(c4ccc(F)cc4)CC3)n2)cc1 : -9%[9.22 µM]
# CBFb-RUNX1 inh result of CCNC(=O)NC(=O)C(C)OC(=O)CCCc1nc2ccccc2s1 (centres undefined) : 6%
# HttQ103 aggreg result of CC(C)n1c(C(F)(F)F)nc2cc(C(=O)N3CCC(O)CC3)ccc21 : 0%[9.22 µM]
# CBFb-RUNX1 inh result of CN1CCN(CCCN(Cc2cccs2)C(=S)Nc2ccc(Cl)cc2)CC1 : 3%

# Source: PubChem BioAssay (National Center for Advancing Translational Sciences (NCATS))

# Rows were taken by chance. About 1.5% of those tested had a hit in this group.
